HSP90 refold inh: HSP90 inhibitors, primary screen, cell lysate, luminescence | AID 1789, 2009 | 290,000 compounds, 0.91% hits | Rabbit reticulocyte lysate, luciferase refolding luminescence, 3 h | inhibition, % at 5.6 µM;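 active = inhibition above the screen-wide mean plus 3 SD, computed separately per campaign, cut at about 16% in these data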;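 also: 0% = DMSO wells and 100% = 60 µM geldanamycin wells; inhibitors lower the luminescence because luciferase stays unfolded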
HIF activator: HIF pathway transcriptional activators, primary screen, cell-based, U2OS HRE-luciferase, luminescence; 300,000 compounds, 0.32% hits; AID 1910, 2009; activation, % at 7.5 µM (by protocol); U2OS HRE-luciferase reporter; normalized: DMSO 0%, desferrioxamine 100%;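 active = mean activation of at least 10% of the iron chelator positive control signal, with at least half of replicates also reaching 10%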
AI-2 QS mod: Vibrio harveyi AI-2 quorum sensing modulators, primary screen, JMH597 strain, luminescence/OD600 ratio. 300,000 compounds, 0.4% hits. AID 2094, 2009. Vibrio harveyi JMH597 AI-2 luminescence/OD600 ratio, 9 h; stronger effect = lower value; strain lacks LuxN and CqsS sensors; 0 = neutral-control median. activity change, % at 7.5 µM; in the data active = activity change below about -75%, passing the limit was not always enough;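 also: luminescence divided by OD600 gain over 9 h not by final OD600 alone; inactives centre near 13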
aSyn UTR inh: MLPCN primary screen, SNCA 5' untranslated region. alpha-synuclein 5'UTR reporter, inhibitor activity. inhibition, % (tested at 7.5 µM). 300,000 compounds, 0.82% hits. AID 1813, 2009; in the data active = inhibition above about 60%;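 also: H4 neuroglioblastoma cells stably carrying SNCA 5'UTR luciferase fusion; 0% = DMSO wells and 100% = positive control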
KLF5 inhibitor: KLF5 expression inhibitors, primary screen, DLD-1 cells, luminescence. DLD-1 KLF5 promoter-luciferase reporter. inhibition, % at 5 µM. 290,000 compounds, 0.23% hits. AID 1700, 2009;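 active = inhibition above a per-plate limit of that plate's mean compound inhibition plus 3 SD, cut at about 60% in these data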;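 also: 0% = DMSO wells and 100% = LY294002 at 200 µM; higher means less KLF5 promoter-driven luciferase light; inactives centre near -14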
IEC-6 cytotox: cytotoxicity in IEC-6 intestinal epithelial cells, primary screen, cytotoxicity control for KLF5 inhibitor project, cell-based, luminescence; inhibition, % at 5 µM; IEC-6 cytotoxicity, luminescence viability; 290,000 compounds, 0.78% hits; in the data active = inhibition above about 22%;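 also: 0% = plate median of test compound wells and 100% = cytotoxic reference compound wells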
HSF1 inhib: HSF1 inhibitors in luciferase reporter cells, primary screen, cell-based, NIH3T3, luminescence; AID 2098, 2009; activity change, negative = inhibition, % at 7.5 µM (by protocol); 300,000 compounds, 0.77% hits; NIH3T3-HGL HSE-luciferase, MG132-induced, luminescence 8 h; stronger effect = lower value;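 active = more than half of replicate wells show activity change below -50%, luminescence cut by over half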;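 also: luciferase reports HSF-1 transcriptional activity via heat shock element; 0% = median of DMSO wells and -100% = zero luminescence signal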
HSF1 activator: HSF-1 activators, primary screen, NIH3T3-HGL cells, MG132 stress, luminescence, single point; NIH3T3-HGL HSF-1 luciferase reporter, 8 h; 100% = twice DMSO control signal; activation, % at 9 µM; 300,000 compounds, 1.7% hits;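 active = mean replicate activation of at least 50% with a set share of replicates each reaching 50%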;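 also: 0% = median of the neutral control wells and 100% = twice that signal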
Platelet DG rel: inhibitors of platelet dense granule secretion, primary screen, cell-based, MLPCN, human platelets. human platelet-rich plasma, SFLLRN dense granule ATP release, luminescence. inhibition, %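 (compounds screened at 7.5 µM in platelet-rich plasma)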. 300,000 compounds, 0.22% hits. AID 1663, 2009;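 active = mean replicate score, as percent of positive control, at or above 50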
HDAC3 inh: HDAC3 deacetylase inhibitors, primary screen, biochemical, fluorescence, cell-free homogeneous; recombinant HDAC3, fluorogenic peptide/trypsin coupled; inhibition, % at 8.3 µM; 320,000 compounds, 0.15% hits; Histone deacetylase 3 (Homo sapiens), O15379; in the data active = inhibition above about 26%, passing the limit was not always enough
Target sequence (O15379 whole entry, looked up): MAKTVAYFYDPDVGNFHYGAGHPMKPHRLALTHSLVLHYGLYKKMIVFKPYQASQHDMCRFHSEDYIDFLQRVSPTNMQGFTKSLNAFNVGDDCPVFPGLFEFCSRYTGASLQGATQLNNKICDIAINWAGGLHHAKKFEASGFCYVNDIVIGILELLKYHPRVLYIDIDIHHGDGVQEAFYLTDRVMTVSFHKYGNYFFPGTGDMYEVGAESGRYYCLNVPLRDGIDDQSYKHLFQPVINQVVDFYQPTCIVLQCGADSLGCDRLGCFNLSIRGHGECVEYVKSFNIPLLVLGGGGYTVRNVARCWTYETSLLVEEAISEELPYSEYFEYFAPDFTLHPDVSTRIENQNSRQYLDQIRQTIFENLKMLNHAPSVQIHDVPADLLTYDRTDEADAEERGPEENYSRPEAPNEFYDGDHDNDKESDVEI
* marks the source's active call; other numbers are inactive results; . = not tested or not shown.

SMILES	HSP90 refold inh	HIF activator	AI-2 QS mod	aSyn UTR inh	KLF5 inhibitor	IEC-6 cytotox	HSF1 inhib	HSF1 activator	Platelet DG rel	HDAC3 inh
O=C(COc1cccnc1[N+](=O)[O-])N1CCc2ccccc21	2.1	0.5	11.0	-11.6	-20.7	4.7	-2.3	16.3	-5.6	-2.8
COC(=O)C(C#N)c1nc2ccccc2nc1N1CCCC1 (centres undefined)	-3.5	0.3	9.2	-7.3	-17.9	-4.1	1.5	-13.9	15.0	1.5
COc1ccc(C2C/C(=N\O)C(C)(C)O2)cc1 (centres undefined)	0.8	-0.3	23.1	11.5	5.2	8.4	-8.3	-10.2	-4.2	-12.0
N#C/C=C(/N)c1ccc(Br)cc1	1.1	-0.7	5.8	-0.3	-15.8	-5.6	-5.1	-7.2	-19.5	-4.6
Cc1ccc(N=C2NC(=O)/C(=C/c3cccnc3)S2)c(C)c1	1.4	-0.1	-6.4	8.3	-8.6	-5.2	-6.5	3.7	3.4	-3.6
CCN1CCN(c2ncc3c(n2)CC(c2ccc(OC)c(OC)c2)CC3=O)CC1 (centres undefined)	3.6	3.3	7.2	0.1	7.1	15.5	-2.7	2.3	3.0	4.8
Cc1ccccc1N=Nc1c(C)[nH]n(C(N)=S)c1=O	2.0	0.6	-6.2	-40.9	-24.6	5.0	13.1	-4.6	3.6	-0.1
Nc1c(-c2ccc3c(c2)OCCO3)oc2ccccc2c1=O	6.3	2.8	45.5	-144.6	-100.0	2.8	-17.2	-11.2	8.7	8.7
Brc1ccc(-c2csc3ncnc(-n4nnc5ccccc54)c23)cc1	4.0	-0.7	-11.0	32.7	-7.9	2.7	-2.4	-2.1	10.7	-1.8
CCOC(=O)C1CCCCN1Cc1cccc(F)c1 (centres undefined)	3.4	-0.4	44.7	22.8	-16.5	-4.5	-9.8	-28.3	3.3	-8.1
Nc1nc(N)c(N=Nc2ccc(S(N)(=O)=O)cc2)c(=O)[nH]1	-1.3	-3.5	12.5	-2.9	-18.1	3.4	-13.5	-19.4	-2.4	6.7
CCOC(=O)c1ccc(S(=O)(=O)NNC(=O)c2ccc3c(c2)nc(C)n3CC)cc1	-0.1	0.4	5.7	5.1	-8.7	-6.8	-1.8	-3.9	9.3	-1.4
CN(C)S(=O)(=O)c1cccc(NC(=O)Cn2cnc3ccccc3c2=O)c1	-1.4	-0.2	-88.0*	26.6	-44.1	-3.0	-8.3	10.4	5.0	3.0
Nc1nc(-c2ccc(Cl)cc2)cc(C(F)(F)F)n1	1.0	0.1	15.0	9.1	-17.3	-1.5	-4.6	-0.2	8.0	-1.6
Cc1ccc(Cn2c(C3CCCN3c3nc(-c4ccc(F)cc4)cs3)nc3cc(C(F)(F)F)ccc32)cc1 (centres undefined)	.	0.9	0.9	-60.6	.	.	-2.8	-3.8	-1.9	-1.8
C=CCN(CC=C)S(=O)(=O)c1ccc2nsnc2c1	-4.1	-0.3	16.7	21.1	-25.2	-9.8	-13.8	-24.4	-14.4	2.3
CCC(CC)C(=O)Nc1nnc(S(=O)(=O)N2c3ccccc3CC2C)s1 (centres undefined)	-2.3	0.0	-1.1	-9.6	-7.3	1.4	6.9	2.4	-26.6	0.5
Cc1cccc(C)c1NC(=O)C(NS(=O)(=O)c1cccs1)c1ccccc1 (centres undefined)	0.1	0.0	5.7	7.1	5.9	5.8	-4.6	1.0	1.4	2.8
COc1ccc(CCNC(=O)CCCCC(=O)NCCc2ccc(OC)c(OC)c2)cc1OC	.	0.4	15.5	16.2	.	.	-2.6	4.8	-10.3	-2.9
COc1ccc(S(=O)(=O)NC(Cc2cnc[nH]2)C(=O)O)cc1 (centres undefined)	-6.9	0.1	17.3	9.3	-19.8	-4.3	-8.2	-3.8	2.9	1.4
CC(=O)Nc1nc(C=C(Cl)Cl)cs1	4.7	-2.4	21.3	-24.5	-6.0	3.8	2.1	11.3	10.1	-4.8
COc1cc(C2NCC(c3ccc(Cl)cc3Cl)c3c2[nH]c2ccccc32)cc(OC)c1OC (centres undefined)	-4.2	-0.8	2.1	14.4	1.7	-5.0	7.3	7.9	7.7	15.1
CC(C)NCC(O)COCCOc1ccc(C(C)(C)C)cc1 (centres undefined)	1.8	-0.4	36.1	3.5	-7.2	-3.4	-6.4	-2.9	1.8	-22.9
CCOc1ncccc1C(=O)Nc1nnc(C2CC2)s1	1.6	0.7	5.2	-50.9	21.1	-2.6	0.6	-8.7	2.5	7.9
N/C(=N\NS(=O)(=O)c1ccc(Cl)cc1)c1ccccn1	.	2.8	7.8	-6.3	.	.	17.0	27.4	4.3	2.8

Four entries already listed, sorted by heavy-atom count, high to low.
SMILES	HSP90 refold inh	HIF activator	AI-2 QS mod	aSyn UTR inh	KLF5 inhibitor	IEC-6 cytotox	HSF1 inhib	HSF1 activator	Platelet DG rel	HDAC3 inh
Cc1cccc(C)c1NC(=O)C(NS(=O)(=O)c1cccs1)c1ccccc1 (centres undefined)	0.1	0.0	5.7	7.1	5.9	5.8	-4.6	1.0	1.4	2.8
CCC(CC)C(=O)Nc1nnc(S(=O)(=O)N2c3ccccc3CC2C)s1 (centres undefined)	-2.3	0.0	-1.1	-9.6	-7.3	1.4	6.9	2.4	-26.6	0.5
CCOC(=O)C1CCCCN1Cc1cccc(F)c1 (centres undefined)	3.4	-0.4	44.7	22.8	-16.5	-4.5	-9.8	-28.3	3.3	-8.1
N#C/C=C(/N)c1ccc(Br)cc1	1.1	-0.7	5.8	-0.3	-15.8	-5.6	-5.1	-7.2	-19.5	-4.6

The list goes on.
SMILES	HSP90 refold inh	HIF activator	AI-2 QS mod	aSyn UTR inh	KLF5 inhibitor	IEC-6 cytotox	HSF1 inhib	HSF1 activator	Platelet DG rel	HDAC3 inh
O=c1oc2ccccc2c(NCCO)c1[N+](=O)[O-]	-1.6	0.2	-25.5	15.9	-5.5	5.3	1.0	-0.7	-0.7	1.0
Cc1c(CN2CCCC(C(=O)c3cccc(Cl)c3)C2)c(=O)n(-c2ccccc2)n1C (centres undefined)	-3.6	-0.2	44.5	-6.4	1.9	-2.6	-10.9	4.9	-0.2	-1.7
COc1ccc(C(O)Cc2nc3ccccc3n2C)cc1OC (centres undefined)	-2.7	0.2	14.7	-13.9	-29.5	-5.4	-7.0	4.2	.	-2.2
O=C(O)c1ccc(NS(=O)(=O)c2ccc(N3CCCC3)c([N+](=O)[O-])c2)cc1	2.2	-0.3	2.9	-9.9	-25.1	-6.6	-3.2	-2.4	1.9	7.5
CCn1ncc(Cl)c1C(=O)Nc1ccc2c(c1)CCC2	-8.2	1.3	16.7	-50.7	-34.8	13.9	15.4	9.0	0.9	1.0
COc1ccc(CNC(=O)C(CCSC)NC(=O)c2ccco2)cc1 (centres undefined)	5.1	0.2	1.5	17.6	0.6	3.8	-7.5	-4.3	1.1	-0.2
O=C(NCC(=O)N1CCCC1C(=O)O)OC1CCCCC1 (centres undefined)	0.0	-0.5	6.1	12.1	-23.8	-4.2	-1.5	11.6	-3.5	2.8
CC(=O)Nc1nc2cccc([N+](=O)[O-])c2s1	-1.0	0.6	22.2	-67.8	12.9	4.0	-2.2	8.2	-2.0	-9.3
O=C(CCCN1C(=O)c2cccc3cccc(c23)C1=O)N1CCN(c2ccc(F)cc2)CC1	0.8	-1.2	8.1	5.8	-11.5	-1.1	-2.3	9.4	4.8	4.6
COc1ccccc1NC(=O)CCc1nnc2ccc(NCc3ccco3)nn12	-3.8	-0.2	42.8	4.6	-10.5	-3.4	-2.5	14.7	15.7	2.9
CN(C)S(=O)(=O)Oc1ccccc1C(=O)Nc1ccc(F)cc1F	-2.7	-0.1	4.8	-0.8	-25.0	-0.5	1.2	11.1	-2.0	3.7
Cc1ccnc(NC(=O)CCC(=O)N(CC(=O)NCCc2ccccc2)c2ccccc2F)c1	-1.1	-0.5	-21.2	-10.5	-5.2	-6.9	5.8	9.7	-0.2	0.1
Cc1cc(C)cc(N(CC(=O)NCc2ccco2)C(=O)CCC(=O)Nc2ccccn2)c1	1.0	-0.6	21.3	11.5	-9.8	-0.8	-5.1	34.9	11.9	.
CC(=O)N1c2ccc(S(=O)(=O)N3CCC(C(=O)N4CCN(c5cc(Cl)ccc5C)CC4)CC3)cc2CC1C (centres undefined)	3.2	-0.7	34.5	-4.0	-53.7	7.0	2.4	19.9	-11.2	7.0
COc1ccc(C(=O)OCC(=O)c2cc(OC)ccc2OC)c(OC)c1	-5.2	0.8	2.8	9.0	-19.9	1.7	7.0	11.4	-0.9	0.7
CC(C)NC(=O)CN1C(=O)C(=O)c2ccccc21	8.2	-0.3	17.6	-23.7	-16.4	13.7	-0.4	-1.2	3.4	2.4
O=C1NC(=O)/C(=C/c2cc3c(cc2Br)OCO3)S1	-0.6	3.5	4.9	-25.1	-44.4	-2.8	1.5	-4.1	3.5	6.1
COc1cc2oc3ccc(C#Cc4ccccn4)cc3c(=O)c2cc1OC	.	0.6	15.8	-52.8	.	.	-4.4	5.4	0.6	-1.2
O=C(O)[C@H](CO)Nc1ncnc2sc3c(c12)CCC3	-2.2	0.4	7.6	5.3	-8.9	-2.5	3.1	-4.4	11.6	0.1
COC(=O)Nc1ccc(S(=O)(=O)Nc2ccc(C(=O)O)cc2)cc1	-4.5	-0.3	7.9	14.7	-25.9	-0.2	-7.9	-8.3	0.1	0.3
Nc1cc(=O)[nH]c(SCCOc2ccccc2)n1	-4.2	0.2	1.4	23.5	-15.3	-3.1	2.1	-2.6	4.4	1.6
O=C1NNC(=O)C2C3C=CC(C4CC34)C12 (centres undefined)	0.2	0.6	2.0	6.4	-30.4	2.6	.	.	0.6	-4.8
OCc1csc(=Nc2ccccc2)n1-c1ccccc1	-3.3	0.1	-6.4	3.6	-12.5	-5.3	-1.6	-7.4	-0.6	3.1
CCn1nnnc1SCC(=O)Nc1sc(C)c(C)c1C#N	5.5	0.1	27.9	7.4	-15.6	8.9	-1.2	15.2	-10.6	2.1
CC1(C)CC(=O)c2cc(OCC(=O)NCCCN3CCN(c4ccccc4F)CC3)ccc2O1	0.8	-0.5	-27.7	-38.4	-34.0	1.6	13.2	43.4	-9.1	1.5

The list goes on:
SMILES	HSP90 refold inh	HIF activator	AI-2 QS mod	aSyn UTR inh	KLF5 inhibitor	IEC-6 cytotox	HSF1 inhib	HSF1 activator	Platelet DG rel	HDAC3 inh
COc1ccc(/C=C(\NC(=O)c2cccs2)C(=O)N2CCOCC2)cc1OC	1.1	-0.9	17.5	12.9	-2.3	-4.2	-4.7	0.0	5.1	.
COc1ccccc1NC(=O)c1cc[n+](C)cc1	-1.3	0.1	20.0	0.8	-16.9	-2.8	5.3	-4.8	-2.2	5.0
Cc1ccc(C(C)C)c(OCC(O)CN(C)Cc2ccccc2)c1 (centres undefined)	-2.1	0.8	7.1	-5.9	-16.6	-3.1	-1.6	5.2	1.3	6.6
O=C(CSc1ncnc2c1nnn2Cc1ccc(F)cc1)NCC1CCCO1 (centres undefined)	-1.5	1.0	7.1	8.0	-32.5	-0.7	43.9	62.6*	-4.8	1.0
CC(C)c1ccccc1NC(=O)CCCC(=O)O	0.0	-0.6	17.8	8.7	2.2	2.5	-3.8	7.0	-5.2	0.7
CCCCNc1nc2c(c(=O)[nH]c(=O)n2C)n1CCOc1ccccc1	-2.3	0.0	30.8	47.9	9.9	-2.6	-0.7	0.8	4.0	0.1

Assay outcomes as filed in PubChem.
